Screening results deposited in PubChem by several laboratories.
HGIII-sPLA2 inh: Blocks human group III sPLA2 activity; 0.56% of 370,000 active; Q9NZ20; AID 743126; inhibition, % at 12.2 µM; QFRET BODIPY PC-A2 liposome hydrolysis, fluorescence;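 active means inhibition above mean plus 3 SD of compounds lying within the high and low control bounds, cut at about 19% in these data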;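 further: 0% = median of test compound wells and 100% = no enzyme DMSO wells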
Target sequence (Q9NZ20 whole entry, looked up): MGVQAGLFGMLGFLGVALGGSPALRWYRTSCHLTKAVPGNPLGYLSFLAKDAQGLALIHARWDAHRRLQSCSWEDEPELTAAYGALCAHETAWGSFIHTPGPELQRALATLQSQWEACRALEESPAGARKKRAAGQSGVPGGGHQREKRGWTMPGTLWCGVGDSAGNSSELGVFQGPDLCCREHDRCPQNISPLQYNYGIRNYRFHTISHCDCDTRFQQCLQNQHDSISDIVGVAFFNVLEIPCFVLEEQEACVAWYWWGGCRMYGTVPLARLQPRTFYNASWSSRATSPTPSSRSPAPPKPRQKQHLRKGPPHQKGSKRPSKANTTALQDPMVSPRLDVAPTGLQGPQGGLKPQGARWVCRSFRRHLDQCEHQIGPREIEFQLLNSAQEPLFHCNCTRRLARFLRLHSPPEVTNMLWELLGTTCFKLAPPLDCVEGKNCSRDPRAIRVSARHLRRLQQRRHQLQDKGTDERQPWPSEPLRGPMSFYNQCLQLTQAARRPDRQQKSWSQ
PG9 Ab binder: binds the HIV-1 gp120 antibody PG9 | TR-FRET gp120-PG9 antibody binding | inhibition, % at 6.7 µM | 0.43% of 360,000 active; in the data active means inhibition above about 8.5%
hcDAF12 agonist: H. contortus DAF-12 activation, primary screen. activation, % at 6.8 µM. 1.4% of 370,000 active. HEK293 hcDAF-12 lit1-tk-luc reporter, luminescence; 0% DMSO, 100% Δ7-dafachronic acid. AID 652067;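 active means activation above the mean of all tested compounds plus 3 SD, cut at about 5.5% in these data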;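 further: 100% = response to 3 µM Δ7-dafachronic acid high control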
ssDAF12 agonist: activators of S. stercoralis DAF-12 nuclear receptor; 1% of 370,000 active; activation, % at 6.8 µM; HEK293 ssDAF-12/GRIP1 lit1-tk-luc reporter, luminescence; % of 3 µM dafachronic acid response;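 active means activation above the mean over all tested compounds plus 3 SD, cut at about 0.9% in these data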;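 further: 0% = DMSO-only wells and 100% = 3 µM delta7-dafachronic acid wells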
GAA850 FXN act: frataxin GAA850 promoter activation; HEK293 lucGAA850 FXN promoter luciferase reporter, 24 h; percent of 10 µM SAHA response; activation, % at 6 µM; 0.56% of 360,000 active;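 active means activation above the average of all compounds screened plus 3 SD, cutoff fixed separately per campaign, cut at about 7.5% in these data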;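 further: 0% = DMSO wells and 100% = 10 µM SAHA wells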
hgDAF12 agonist: hgDAF-12 agonism, primary luciferase screen; HEK293 GAL4-hgDAF12 UAS-luciferase reporter, agonist luminescence; normalized to butyrate control; activation, % at 6.8 µM; 1.8% of 370,000 active; AID 687014;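 active means activation above a cutoff set at the mean of all screened compounds plus 3 SD, cut at about 10% in these data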;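 further: 0% = DMSO wells and 100% = sodium butyrate wells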
NR1D1 modulator: modulates human Rev-erb alpha binding to DNA | Rev-erbα–FITC-DNA binding, fluorescence polarization, 90 min | activity, % at 10 µM | 0.79% of 370,000 active;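 active means activity above about 14%, limit read from the data; passing the limit was not always enough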;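 further: 0% = DMSO wells with 35 nM protein and 100% = DMSO wells with 750 nM protein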
DAX1 inh-1: inhibitors of human orphan nuclear receptor DAX1 (NR0B1). AID 504766. 0.99% of 340,000 active. inhibition, % at 6.75 µM. P51843. HEK293 Gal4-DAX1 luciferase reporter, luminescence;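 active means inhibition above the mean over all tested compounds plus 3 SD, cut at about 4.2% in these data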;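 further: 0% = DAX1-transfected cells with DMSO and 100% = empty-vector control cells with DMSO; inhibition shows as a rise in luminescence from relieved DAX1 repression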
Target sequence (P51843 207-470 limits assumed): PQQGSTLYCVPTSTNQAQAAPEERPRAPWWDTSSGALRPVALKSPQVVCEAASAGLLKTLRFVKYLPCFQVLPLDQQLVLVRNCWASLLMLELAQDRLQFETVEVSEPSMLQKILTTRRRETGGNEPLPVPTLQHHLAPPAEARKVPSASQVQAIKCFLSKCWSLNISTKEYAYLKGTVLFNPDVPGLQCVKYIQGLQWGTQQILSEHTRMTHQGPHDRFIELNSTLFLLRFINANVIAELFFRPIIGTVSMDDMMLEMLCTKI
PLC-beta3 inh: PLC-beta3 (human) inhibition, primary screen | inhibition, % at 12.2 µM | 0.18% of 370,000 active | Purified PLC-beta3, fluorogenic substrate, fluorescence; in the data active means inhibition above about 11%;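 further: 0% = median of compound wells on plate and 100% = full blocker control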
DAX1 inh-2: blocks DAX1 repression of SF-1 activated StAR promoter; HEK293T StAR-luciferase reporter, SF-1/DAX-1 repression relief; inhibition, % at 6.8 µM; 1.1% of 370,000 active; AID 652010;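 active means inhibition above the mean over all tested compounds plus 3 SD, cut at about 3.6% in these data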;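 further: 0% = DAX-1 cells with DMSO and 100% = cells lacking DAX-1 with DMSO; higher inhibition means more luminescence from relief of DAX-1 repression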
SMARCA2 activ: activators of SMARCA2 function. 1% of 370,000 active. MG213 cells, MMTV-luciferase reporter, dexamethasone, overnight. activation, % at 9.1 µM; in the data active means activation above about 7.8%;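 further: 0% = vehicle wells and 100% = reference activator wells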
An asterisk follows results filed as active; i = inactive; . = not tested or not shown.

SMILES | HGIII-sPLA2 inh | PG9 Ab binder | hcDAF12 agonist | ssDAF12 agonist | GAA850 FXN act | hgDAF12 agonist | NR1D1 modulator | DAX1 inh-1 | PLC-beta3 inh | DAX1 inh-2 | SMARCA2 activ
O=S(=O)(NNc1ccc(Cl)nn1)c1ccc(F)cc1 | 19* | -2.9 | 1.8 | -0.3 | 2.1 | -0.8 | 1 | -0.4 | 3 | -0.7 | 8.4*
CCOC(=O)Cn1nc(-c2ccccc2)c2cnc3ccc(CC)cc3c21 | -1 | 1.9 | 1.3 | -1.1 | -1.1 | -1.9 | 5 | 0.1 | -9 | 1.0 | -1
COc1ccc(C2/C=C\CN(C(=O)c3ccccc3)CC(=O)N2Cc2ccc(F)cc2)cc1 (stereo not drawn) | 2 | 1.1 | -1.9 | -1.6 | -1.4 | 0.0 | 1 | 0.7 | -2 | -0.6 | 2
C#CCNC(=O)C1=C[C@@H](c2ccc(C#C)cc2)C[C@@H](OCCCCO)O1 | 2 | -0.8 | -0.9 | -1.5 | 2.3 | 0.9 | -4 | -0.4 | -26 | -0.2 | -1
Cc1ccc(S(=O)(=O)NC2c3cccc4cccc(c34)C2Sc2nncn2C)cc1 (stereo not drawn) | 7 | 1.6 | 1.1 | -0.1 | -0.5 | -1.4 | 3 | -1.7 | 1 | -0.3 | -5
O=C(NC1CCCN(Cc2ccccc2F)C1)C1CCC1 (stereo not drawn) | 1 | -0.4 | 2.6 | -1.4 | -1.0 | 1.9 | 0 | 0.1 | 2 | 0.1 | -1
COC(=O)C1=NNC(C(=O)c2ccco2)C1c1ccccc1 (stereo not drawn) | 4 | -0.8 | -3.1 | -1.6 | -0.8 | -2.0 | -1 | 0.9 | -9 | 0.5 | -1
Cc1ccc2nc(SCC(=O)NNC(=O)c3ccccc3)[nH]c2c1 | 3 | -0.5 | -0.4 | -0.9 | 1.7 | -1.9 | -5 | 2.4 | -4 | 0.4 | -2
Cc1cc2nnc(SCC(=O)OC(C)C)n2c2ccccc12 | -4 | -0.1 | -1.5 | -1.7 | 0.5 | 1.6 | -2 | 0.7 | -3 | 0.0 | 0
O=C1CCCc2sc3c(c2N1)CCCCC3 | 6 | -0.9 | -0.5 | -1.4 | 0.7 | 0.5 | -3 | 0.6 | -1 | -0.8 | 1
CCCn1nc2cc(C(=O)NCCc3cccs3)ccc2c1OCC | -2 | -2.6 | -0.3 | -0.7 | 2.0 | 5.2 | 1 | 1.7 | i | 0.4 | 4
O=C(CCN1C(=O)C2CCCCC2C1=O)Nc1nc2c(F)cc(F)cc2s1 (stereo not drawn) | -1 | 1.0 | 1.7 | -0.3 | 4.7 | 9.1 | 2 | 2.4 | -8 | 2.3 | 5
c1ccc(CSc2cc3ccccc3[nH]2)cc1 | 0 | -0.6 | 10* | 0.5 | 2.8 | 9.3 | -11 | 1.7 | -2 | 0.7 | 1
Cc1nc(CS(=O)(=O)c2ccccc2)cc(Sc2ccccc2Cl)n1 | -3 | -1.9 | 1.1 | -1.0 | 2.1 | 2.3 | -4 | 0.0 | 6 | 0.7 | 8.2*
O=C(NCCCn1ccnc1)c1nc(Cn2cc(Br)cn2)no1 | 3 | 0.0 | 2.9 | -0.9 | 1.5 | 0.9 | -1 | 0.5 | -4 | 0.3 | -2
COC(=O)[C@@]12C[C@@H](CC(=O)NCc3ccccc3)C(=O)N(Cc3ccco3)C1=CCC(C)(C)C2 | -14 | 1.6 | 0.0 | -1.1 | . | -2.3 | -5 | . | 2 | 0.2 | 2
Cn1c(=Nc2ccc(N3CCOCC3)cc2)ccc2ccccc21 | 16 | 2.6 | -1.4 | -1.1 | -2.2 | -1.5 | 4 | -0.8 | 7 | -0.2 | -1
CCNc1c(NC(C)=O)c(=O)oc2ccccc12 | 5 | -3.0 | -1.5 | -0.7 | 0.7 | -0.1 | 2 | -0.3 | 5 | -0.2 | -2
Cn1c(=O)c2cc(NC(=O)NCc3ccccc3)ccc2n1Cc1cccc(C(F)(F)F)c1 | 5 | 0.6 | -1.6 | -1.3 | 1.9 | -2.7 | -7 | . | i | 0.1 | -5
Cc1cccc(CSc2nc3c(c(=O)[nH]2)CCC3)c1 | 2 | -2.1 | -0.7 | -1.0 | 2.3 | 3.0 | 8 | -0.8 | -2 | 0.7 | -2
O=C(Cn1nnc(-c2ccccc2)n1)N1CCCCC1 | 7 | -1.6 | 2.6 | -0.9 | 3.9 | 4.9 | -1 | 0.0 | -2 | 1.1 | 1
CC(=O)N1CCc2c(sc(NC(=O)CS(=O)(=O)c3ccc(F)cc3)c2C(N)=O)C1 | -9 | -1.4 | 0.5 | -0.7 | -2.4 | -1.8 | 3 | 0.3 | -28 | 1.0 | -3
CC(C)(C)C(=O)NC(=S)Nc1ccccc1C(N)=O | 10 | 0.0 | 0.6 | -1.1 | -1.7 | 1.3 | -4 | -0.8 | -27 | 0.0 | 0
O=C1NC(CCc2ccccc2)C(=O)N1Cc1ccc(Br)cc1 (stereo not drawn) | -4 | -3.6 | 0.0 | -1.8 | 0.9 | -2.6 | 0 | 0.7 | 2 | -0.9 | 4

Complete entries from above. Values in the order: HGIII-sPLA2 inh | PG9 Ab binder | hcDAF12 agonist | ssDAF12 agonist | GAA850 FXN act | hgDAF12 agonist | NR1D1 modulator | DAX1 inh-1 | PLC-beta3 inh | DAX1 inh-2 | SMARCA2 activ
O=C(NCCCn1ccnc1)c1nc(Cn2cc(Br)cn2)no1 is listed with 3 | 0.0 | 2.9 | -0.9 | 1.5 | 0.9 | -1 | 0.5 | -4 | 0.3 | -2
CC(=O)N1CCc2c(sc(NC(=O)CS(=O)(=O)c3ccc(F)cc3)c2C(N)=O)C1 is listed with -9 | -1.4 | 0.5 | -0.7 | -2.4 | -1.8 | 3 | 0.3 | -28 | 1.0 | -3

Further records
SMILES | HGIII-sPLA2 inh | PG9 Ab binder | hcDAF12 agonist | ssDAF12 agonist | GAA850 FXN act | hgDAF12 agonist | NR1D1 modulator | DAX1 inh-1 | PLC-beta3 inh | DAX1 inh-2 | SMARCA2 activ
CSc1cccc2sc(NC(=O)C3=COCCO3)nc12 | -7 | -0.6 | -0.4 | -0.4 | 2.5 | 1.5 | 5 | 2.0 | -72 | 2.1 | 2
O=C(CCN1C(=O)C2CC=C(Cl)CC2C1=O)NC1CCCCC1 (stereo not drawn) | 3 | -0.4 | -1.8 | -1.4 | -1.0 | -1.5 | -2 | 1.2 | -9 | -0.2 | -2
CCCOc1ccc(Oc2c(Cl)cnn(Cc3cccc4ccccc34)c2=O)cc1 | 4 | . | 0.1 | -1.4 | . | -0.9 | -1 | . | 1 | 0.1 | -1
COc1ccc(C(C)=O)cc1CSc1nc2cc(Cl)ccc2o1 | -2 | -3.7 | -1.1 | -1.2 | 1.4 | 1.4 | 2 | -0.5 | 3 | -1.2 | 1
O=C(NC1CCCC1)c1ccc(S(=O)(=O)N2CCOCC2)cc1 | 2 | -1.4 | -1.7 | -1.0 | 0.6 | -0.8 | -3 | -1.0 | 4 | 1.1 | -2
Cc1oc(-c2cccc(Cl)c2)nc1CN1CCC(C(=O)NCc2ccco2)CC1 | -7 | -1.1 | -0.5 | -1.1 | -2.2 | 0.2 | 1 | 1.7 | 3 | 0.1 | 5
Nc1nonc1C(=O)N/N=C/c1ccc(-c2cccc([N+](=O)[O-])c2)o1 | 1 | 1.1 | 0.5 | -1.0 | 0.1 | -0.1 | 2 | 2.1 | 1 | 0.5 | -1
COc1ccc(Cl)cc1NC(=O)CN(C)C(C)C(=O)NC(=O)NC1CCCCC1 (stereo not drawn) | 9 | -0.5 | 3.8 | -0.7 | -0.3 | 2.7 | -5 | -1.4 | -1 | -0.2 | -4
Cc1ccc2c(c1)N(CC(=O)NCCCN1CCCCC1)C(=O)c1cccnc1O2 | -6 | 1.3 | -2.1 | -1.6 | 0.1 | 2.3 | 1 | 2.0 | 6 | 0.0 | 4
Cc1ccc(C)c(CSc2nnc(-c3cccnc3)n2N)c1 | 2 | -0.6 | -0.6 | -1.5 | 1.1 | -0.9 | -1 | -1.1 | 4 | -0.3 | -1
CC1CN(CCc2ccccc2)c2nc3c(c(=O)[nH]c(=O)n3C)n2C1 (stereo not drawn) | 2 | 1.2 | -1.6 | -0.9 | -1.7 | -1.4 | -6 | -1.0 | 0 | -0.2 | -1
Nc1ccc(-c2cc(-c3ccc(N)cc3)nc(-c3ccccc3)n2)cc1 | -63 | 6.1 | -3.4 | -0.9 | -1.8 | -2.0 | -3 | 2.1 | i | -0.8 | 0

Brought forward from above: two entries, followed by the next part.
SMILES | HGIII-sPLA2 inh | PG9 Ab binder | hcDAF12 agonist | ssDAF12 agonist | GAA850 FXN act | hgDAF12 agonist | NR1D1 modulator | DAX1 inh-1 | PLC-beta3 inh | DAX1 inh-2 | SMARCA2 activ
CC1CN(CCc2ccccc2)c2nc3c(c(=O)[nH]c(=O)n3C)n2C1 (stereo not drawn) | 2 | 1.2 | -1.6 | -0.9 | -1.7 | -1.4 | -6 | -1.0 | 0 | -0.2 | -1
Nc1ccc(-c2cc(-c3ccc(N)cc3)nc(-c3ccccc3)n2)cc1 | -63 | 6.1 | -3.4 | -0.9 | -1.8 | -2.0 | -3 | 2.1 | i | -0.8 | 0
C[C@@H]1CN([C@@H](C)CO)C(=O)CCCn2nncc2CO[C@H]1CN(C)S(=O)(=O)c1cccc(F)c1 | -1 | -1.9 | 1.4 | -0.9 | -0.6 | 1.7 | -4 | 0.8 | 1 | 0.5 | 0
O=C(NNC(=O)C1CCCN(S(=O)(=O)c2ccc3ccccc3c2)C1)C1CC1 (stereo not drawn) | -5 | -0.7 | -0.8 | -1.2 | -1.6 | -0.1 | 9 | . | 1 | -0.3 | -4
Cc1nn(C)c(C(=O)N2CCN(C(=O)c3ccco3)CC2)c1Br | -6 | -1.8 | 1.1 | -1.0 | 0.1 | 1.2 | -5 | 1.6 | 3 | -0.2 | -2
CCCCNC(=O)NC1CCN(CC(=O)Nc2ccc3c(c2)OCCO3)CC1 | 12 | . | 0.2 | -1.3 | . | 0.0 | -7 | . | -3 | -0.1 | -5
O=C(O)c1cnn(-c2nc(-c3ccc(Cl)c(Cl)c3)cs2)c1C(F)(F)F | -23 | 2.2 | 0.0 | -1.2 | 8.1* | -3.6 | 3 | 0.8 | -20 | 0.7 | -3
O=C(CC(=O)c1cccc([N+](=O)[O-])c1)Nc1ccccc1Cl | -4 | -2.6 | 0.2 | -1.3 | 0.9 | -0.3 | -1 | 0.0 | -2 | -0.2 | 1
COc1ccc(C(=O)COC(=O)c2ccc3c(c2)OCCO3)c(OC)c1 | -13 | -3.7 | -1.0 | -1.2 | 1.2 | -0.8 | 7 | 0.1 | -4 | 1.9 | 3
CCOC(=O)CC(=O)CSc1nc2sc(C)cc2c(=O)n1Cc1ccco1 | -16 | 1.0 | -1.6 | -0.4 | -0.4 | -2.6 | 3 | -1.0 | -19 | -1.4 | -1
COc1ccc(N(CC(=O)NC2CCCC2)C(=O)CCC(=O)Nc2cc(C)on2)cc1OC | 1 | 0.3 | 3.0 | 0.3 | 1.8 | 1.0 | 5 | 0.6 | -4 | -0.1 | 0
COc1ccccc1OCCN1CSC(=S)N(C)C1 | 4 | -0.3 | -2.7 | -1.2 | 0.0 | -1.8 | -5 | -1.0 | 3 | 0.0 | -2
